PV pol inh = poliovirus RdRp elongation inhibitors, primary screen, biochemical, fluorescence polarization, total intensity; 150,000 compounds, 0.66% hits; % elongation, % (compound at 16.7 µg/mL); poliovirus polymerase elongation; hits give low values; in the data active means % elongation below about 90%; further: some results filed as inactive read as strong as hits
Target sequence (P03300 1749-2209 limits assumed): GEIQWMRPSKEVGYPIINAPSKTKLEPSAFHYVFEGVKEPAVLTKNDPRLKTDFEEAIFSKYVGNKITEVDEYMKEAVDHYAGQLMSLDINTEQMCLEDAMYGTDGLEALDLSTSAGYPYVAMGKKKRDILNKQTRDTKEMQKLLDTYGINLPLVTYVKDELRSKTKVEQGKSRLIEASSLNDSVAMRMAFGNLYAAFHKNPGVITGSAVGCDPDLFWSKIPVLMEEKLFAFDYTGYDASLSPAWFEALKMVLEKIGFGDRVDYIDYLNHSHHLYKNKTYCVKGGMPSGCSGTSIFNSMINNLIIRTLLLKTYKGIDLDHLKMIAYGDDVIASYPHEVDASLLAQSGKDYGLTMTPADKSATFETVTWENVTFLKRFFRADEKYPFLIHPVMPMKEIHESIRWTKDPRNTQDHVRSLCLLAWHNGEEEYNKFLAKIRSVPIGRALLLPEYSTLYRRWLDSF
PV pol inh FP z-score = recorded beside PV pol inh, whose call it bears; z-score; measured here: FP z-score; hits read low
Active calls of the source: *; & = joins results of further samples. Not all compounds are listed. The share of hits here may be higher or lower than overall.

SMILES	PV pol inh	PV pol inh FP z-score
CC(=O)NC1=C(c2ccccc2)C(=O)c2ccccc2C1=O	99	-0.1
C1CCC(c2nnc3n2N=C2CCCCC2S3)CC1 (centres undefined)	104	0.8
Nc1ccc(Oc2ccc3c(c2)C(=O)N(Cc2ccco2)C3=O)cc1	101	-0.1
CC1=C/C(=N\NC(=O)c2ccccc2)CC1	102	-0.2
Cc1c(Cl)cccc1NC(=O)Cn1nnc(-c2nc(-c3ccccc3)no2)c1N	113	1.3
COc1ccc2c(c1)c1c(c(=O)n(Cc3ccccc3)c(=O)n1Cc1cccc(Cl)c1)n2C	110	0.5
CC1(C)CCc2cc(-c3ccnc(=S)[nH]3)ccc2O1	96	-2.3
COc1ccc(S(=O)(=O)NCc2ccc3c(c2)CCN3C(=O)c2ccc(C)cc2)cc1Cl	108	0.3
O=C(/C=C/c1cccc(C(F)(F)F)c1)NCc1cn2ccccc2n1	101	-0.1
Cc1c(C)c(C)c(S(=O)(=O)NCCCN2CCOCC2)c(C)c1C	101	-0.3
O=C(CSc1nccc(-c2cccnc2)n1)Nc1ccccc1	99	-0.5
CC(=O)NC(C)c1ccc(-c2csc(N)n2)cc1 (centres undefined)	104	0.3
CN(C)C(=O)Cn1c(SCC(=O)NC2CCCCC2)nc2ccccc21	99	-0.7
O=C(NN1C(=O)c2ccccc2NC1c1cccnc1)c1ccccc1 (centres undefined)	103	0.7
CCOC(=O)C1=C(C)NC(SC(C)=O)=NC1c1ccc(OC(C)=O)c(OC)c1 (centres undefined)	97	-0.6

Some values from the entries so far.
Under PV pol inh FP z-score, CC(=O)NC1=C(c2ccccc2)C(=O)c2ccccc2C1=O is listed with -0.1
Under PV pol inh, Cc1c(Cl)cccc1NC(=O)Cn1nnc(-c2nc(-c3ccccc3)no2)c1N is listed with 113
Under PV pol inh FP z-score, CN(C)C(=O)Cn1c(SCC(=O)NC2CCCCC2)nc2ccccc21 is listed with -0.7

Next structures:
SMILES	PV pol inh	PV pol inh FP z-score
COc1ccc(S(=O)(=O)c2c(O)c3ccc(C(=O)NCc4ccccc4)cc3[nH]c2=O)cc1	96	-1.2
Cc1cc(-c2ccccc2)cc(-c2ccccc2)[o+]1	99	-0.5
Cc1ccc(-c2cc(NC(=O)CC(C)C)on2)cc1	100	-0.1
CC1(C)N([O-])c2ccccc2[N+]1=O	96	-0.9
CCOC(=O)c1cnc2nc(NCc3ccc(Cl)cc3)[nH]n2c1=O	99	-0.5
CCCCn1c(=N)c(S(=O)(=O)c2ccc(C)cc2)cc2c(=O)n3cc(C)ccc3nc21	106	0.6
Cc1ccc(C)c(N2CCN(CCCNC(=O)c3nnc(Cc4ccc(F)cc4Cl)o3)CC2)c1	108	0.7
O=C(NC1CCCC1)c1ccc(N2CCOc3ccccc32)s1	99	-1.3
CCOc1cc(C(=O)Nc2ccc3c(c2)n(C)c(=O)c(=O)n3C)cc(OCC)c1OCC	105	0
Cc1cc(C)n(CCCNC(=O)CCc2ccc(S(=O)(=O)N3CCOCC3)cc2)n1	102	-0.6
CN1CCN(c2ccc(CNC(=O)c3ccc4nsnc4c3)cc2)CC1	104	0.3
C(=Nc1cccc(N=Cc2ccsc2)c1)c1ccsc1	96	-2.4
COCCn1c(C)cc(C(=O)CSc2nnc(C)s2)c1C	98	-0.7
NC(=O)NC(CC(=O)O)c1ccc(Cl)cc1 (centres undefined)	97	-0.8
COc1ccc(/C=C2/C(=N)N3C(SC)=NSC3=NC2=O)cc1	98	-0.3
CSc1ncc(C(=O)Nc2ccccc2C(=O)c2ccccc2)c(C)n1	111	1
CC(C)(C)c1cc(C(F)(F)F)c2c(=O)n(-c3ccccc3)[nH]c2n1	103	0.9
COc1ccc(COC(=O)c2cc(O)c3ccccc3c2O)cc1F	102	-0.4
CC(C)(C)c1ccc2c(c1)CN(C(C)(C)C)CO2	103	0.3
COc1ccc(CN(Cc2ccco2)c2cnc(S(C)(=O)=O)nc2C(=O)Nc2ccc(C)cc2C)cc1	105	-0.5
O=C(NC1C2CC3CC(C2)CC1C3)c1cccnc1 (centres undefined)	101	0
CC(=O)c1ccc(NC(=O)C2CCC(CNS(=O)(=O)c3ccc(Br)s3)CC2)cc1 (centres undefined)	108	-0.2
CCCn1c(=S)[nH]c2c1c(=O)[nH]c(=O)n2C	103	0.3
Cc1ccc(CNC(=O)c2cc3c(s2)-c2ccccc2SC3)cc1	110	1.2
CCOC(=O)C1CCCn2c1nc1sc3c(c1c2=O)CCCC3 (centres undefined)	103	0.2
O=C(NCc1ccccc1)c1ccccc1NS(=O)(=O)c1ccc(F)cc1	102	0.2
S=c1nn[nH]n1C1CCCCCCC1	102	-0.1
COc1ccc(C2=NC(CO)(CO)CO2)cc1	99	-0.7
CC(C)c1cc(=O)n2[nH]c(N)nc2n1	105	0.2
CC(C)(C)c1ccc(CCCNCCN2CCNCC2)cc1	102	0.2

The last 7 compounds of the part above are carried over, then new ones follow.
SMILES	PV pol inh	PV pol inh FP z-score
Cc1ccc(CNC(=O)c2cc3c(s2)-c2ccccc2SC3)cc1	110	1.2
CCOC(=O)C1CCCn2c1nc1sc3c(c1c2=O)CCCC3 (centres undefined)	103	0.2
O=C(NCc1ccccc1)c1ccccc1NS(=O)(=O)c1ccc(F)cc1	102	0.2
S=c1nn[nH]n1C1CCCCCCC1	102	-0.1
COc1ccc(C2=NC(CO)(CO)CO2)cc1	99	-0.7
CC(C)c1cc(=O)n2[nH]c(N)nc2n1	105	0.2
CC(C)(C)c1ccc(CCCNCCN2CCNCC2)cc1	102	0.2
O=S(=O)(NC1CC1)c1ccc(S(=O)(=O)N(Cc2ccccn2)C2CC2)cc1	103	0.3
COc1ccc(NC(=O)CSc2nc(O)c(C/C=C/c3ccccc3)c(=O)[nH]2)cc1	105	0
COc1ccccc1N1CCN(CCCNC(=O)c2cnn(-c3ccc(C)c(C)c3)c2C2CCN(C(=O)OC(C)(C)C)CC2)CC1	107	0.1
CC(C)n1c(SCC(=O)c2ccc(F)cc2)nc2c(sc3ccccc32)c1=O	109	0.4
O=C1CCCc2cc(S(=O)(=O)NCC3CCC(C(=O)N4CCCCCC4)CC3)ccc2N1 (centres undefined)	104	2
O=C(CCn1nc(-c2ccccc2)c2ccccc2c1=O)Nc1cccnc1	103	0.6
CCN(CC)CCSc1nnc2c3cc(F)ccc3n(C)c2n1	100	-1
COc1ccc2[nH]c(C)c(CCNS(=O)(=O)c3c(C)[nH]c(=O)[nH]c3=O)c2c1	102	-0.1
CN(C)CCOC(c1ccc(Cl)cc1)c1ccccn1 (centres undefined)	99&99	-0.2&-0.3
Cc1ccc(NC(=O)c2cc3c(=O)n(Cc4cccnc4)ccc3nc2C)cc1F	99	-1.3
Ic1ccc2c(-c3ccccc3)onc2c1	100	0
CCc1ccccc1Nc1nn2c(=O)c3ccc(C(=O)NCCc4ccccc4)cc3nc2s1	107	0
COc1ccc(C)cc1-n1cnc2cc(C(=O)NC3CCCCCC3)ccc21	103	-0.1
c1ccc(C(CCNCc2cccs2)c2ccco2)cc1 (centres undefined)	108	0.5
CCN(CC)S(=O)(=O)c1ccc(/C=C/C(=O)Nc2ccc(F)cc2F)cc1	100	-0.5
CCOc1ccccc1NC(=O)Cc1noc2ccc(C)cc12	105	-0.3
COC(=O)Nc1scc2c1c(=O)oc1ccccc12	98	-1.7
Cc1ccc(-n2nc3c(c2NC(=O)c2ccccc2)CSC3)cc1	100	-0.1
Nc1ccc(-c2ccccc2)cc1	102	-0.2
CCc1cc(C(c2ccc(Cl)cc2)N2CCN(CCO)CC2)c(NC(=O)c2ccccc2)s1 (centres undefined)	103	0.3
CN1C(=O)c2ccccc2Sc2ccc(NC(=O)NCc3ccc(Cl)cc3)cc21	105	-0.5
CCOc1ccc(-n2c(SCC)nc3c(c2=O)SCC3)cc1	101	-0.1
CC(=O)Nc1ccc(NC2SC(=O)NC2=O)cc1 (centres undefined)	100	-0.6
CCCCOC(=O)c1ccc(Nc2nnc(-n3nc(C)cc3C)c3ccccc23)cc1	104	-0.3
CC(=O)NS(=O)(=O)c1ccc(NC(=O)c2ccc(C)c(C)c2)cc1	103	0.5
c1cncc(Oc2nc(CN3CCOCC3)nc3sc4c(c23)CCC4)c1	102	0.2
CCCCn1c(SCC(=O)N(CC)C2CCS(=O)(=O)C2)nnc1C(CC)N(C)C (centres undefined)	105	0.7
COc1c(Cl)cc(CO)cc1Cl	100	-0.2
CN1CCc2c(OCc3ccc(Cl)cc3)cccc2C1=O	103	0.8
CCCCOc1ccc(C(C)(C#N)CC#N)cc1 (centres undefined)	98	-0.1
c1ccc(NC2CCCCC2)nc1	103	0
CCc1c(CN2CCN(c3cccc(C)c3C)CC2)csc1C	56*	-11*
CC1(C)CC(=O)c2sc(N)nc2C1	98	-0.3
CN1C(=O)C2C(c3cccc(Br)c3)C(C#N)=C(N)OC2N(C)C1=O (centres undefined)	100	-0.4
Cc1ccc(CSc2ncc(Cl)c(C(=O)Oc3ccc(F)cc3)n2)cc1	106	-0.2
Cc1ccc2c(c1)C(=O)C1(O)CCN(c3ccccc3)C1=N2 (centres undefined)	101&105	-0.1&1.2
COc1ccc(NS(=O)(=O)c2ccc(OCC(F)(F)F)c(C#N)c2OCC(F)(F)F)cc1	107	0.6
N#Cc1c(-n2cccc2/C=N/NC(N)=S)sc2c1CCCC2	100	-0.1
CCn1c(N2CCN(S(C)(=O)=O)CC2)nc2ccccc21	103	0.4
CC(=O)Nc1ccc2c(COC(=O)c3ccc(-n4cnnn4)cc3)cc(=O)oc2c1	99	-0.4
Cc1nc(N2CCOCC2)c2c(C(=O)N3CCN(c4ccccc4)CC3)c(C)oc2n1	101	-0.8
N#Cc1cccnc1NNC(=O)Nc1ccc(OCc2ccccc2)cc1	102	0.3
O=C(CCn1c(=O)c2cccn2c2cccnc21)N1CCCC1	103	0.2
Cc1ccc2onc(CNC(=O)N(C)Cc3ccccc3)c2c1	113	0.9
CN(Cc1ccccc1)C(=O)C1CCN(c2nc3cccnc3s2)CC1	100	-0.5
O=C(CSc1ccccc1)NC1CC1	103	1
COc1cc(/C=N/NC(=O)c2cc(C)n(-c3ccc(F)cc3)c2C)ccc1OC(=O)c1ccco1	95	-0.7
COCCSc1ccccc1C(=O)N1CCOCC1	99	-0.2
CS(=O)(=O)c1cccc(S(=O)(=O)NCc2cccnc2)c1	101	-0.4
Cc1ccc(O)c(-c2cc(C(F)(F)C(F)(F)F)nc(-c3ccccc3)n2)c1	103	0.2
CN(C)CCNC(=O)CCCN1C(=O)c2cccnc2Oc2ccc(Cl)cc21	110	1
CC(C)Nc1ncnc2onc(-c3ccc(F)cc3)c12	103	0.2
O=C1C(=O)N(CCCn2ccnc2)C(c2ccc(Cl)cc2)/C1=C(\O)c1ccc(F)cc1 (centres undefined)	102	0.2
O=C(/C=C/c1ccco1)C1C(=O)c2ccccc2C1=O	105	0.6
COc1ccc(N(CC(=O)Nc2ccc(C)c(C)c2)S(=O)(=O)c2ccc(C)cc2)cc1OC	110	0.6
N#Cc1c(NC(=O)NCc2ccco2)sc2c1CCC2	100	-0.1
CC(C)CCn1c(SCc2c(F)cccc2Cl)nc2ccsc2c1=O	105	-0.2
CC(C)c1nn2c(=O)cc(COC(=O)c3ccc4c(c3)OCO4)nc2s1	102	-0.8
N#Cc1c(NC(=O)CSc2ncccn2)sc2c1CCCC2	95	-1.3
CC(CN1CCOCC1)OC(=O)C(C)(c1ccccc1)c1ccccc1 (centres undefined)	102	0

Following part:
SMILES	PV pol inh	PV pol inh FP z-score
CN1/C(=C\C(=O)CN2CCc3ccccc3C2)C(C)(C)c2ccccc21	111	0.5
COc1ccc(NC(=O)C(Cc2ccccc2)NC(=O)c2ccco2)cc1OC (centres undefined)	100	0
NC(=O)/C(=C\c1ccco1)NC(=O)c1ccco1	99	-0.5
CN(C)S(=O)(=O)c1cccc(-c2nnc3n2CCCCC3)c1	100	-0.4
O=c1[nH]cc(COCC(F)(F)C(F)F)c(=O)[nH]1	102	0.2
CNC(=O)CC1C(=O)N(C)C(=S)N1NC(=O)c1ccc(Cl)cc1 (centres undefined)	97	-0.9
COc1ccc(OC)c2sc(NC(=O)c3ccc4ncsc4c3)nc12	99	-0.9
CC1CN(C(=O)CC(c2ccccc2)c2ccccc2)CC(C)O1 (centres undefined)	101	-0.4
Cc1ccccc1NC1SC(=O)N(Cc2ccccc2)C1=O (centres undefined)	102	0.1
CCOc1ccccc1Nc1sc(C(=O)c2ccccc2)c(N)c1C(=O)NCCc1ccccc1	112	1
COc1ccc(OC)c(NC(=O)CSc2nc(-c3ccccc3C)nc3cc(=O)[nH]n23)c1	104	-0.6
CCN(CC(=O)N1CCc2ccccc2C1)S(=O)(=O)c1ccc(OC)cc1	103	0.6
COc1ccc(-c2oc3ncn(Cc4ccccc4)c(=N)c3c2-c2ccc(OC)cc2)cc1	104	0.6
CC(C)OCCCn1c(=O)c2ccccc2n2c(-c3cc(Cl)ccc3O)nnc12	106	-0.2
CC(=O)Nc1c(I)cc(I)c(C(=O)O)c1I	98	-0.1
O=C(Cc1ccccc1)NCc1cccs1	106	0.3
CCOc1cccc(C2c3c(oc4ccccc4c3=O)C(=O)N2c2nc(C)c(C(=O)OC)s2)c1 (centres undefined)	101	-0.6
CCCNC(=O)c1ccc(NC(=O)N2CCSc3nc(C)cc(C)c32)cc1	101	-0.1
Cc1ccc2nc(-c3cccc(NC(=O)c4cccc5c(Cl)cccc45)c3)oc2c1	102	-0.4
COC(=O)c1ccc(C(=O)OC)c(S(=O)(=O)N(C)Cc2ccco2)c1	104	0.3
N#CC(C#N)=Cc1sccc1Br	100	-0.8

Looked up by compound from the entries so far:
SMILES	PV pol inh	PV pol inh FP z-score
CCCNC(=O)c1ccc(NC(=O)N2CCSc3nc(C)cc(C)c32)cc1	101	-0.1
O=C(Cc1ccccc1)NCc1cccs1	106	0.3
CCOc1cccc(C2c3c(oc4ccccc4c3=O)C(=O)N2c2nc(C)c(C(=O)OC)s2)c1 (centres undefined)	101	-0.6
COC(=O)c1ccc(C(=O)OC)c(S(=O)(=O)N(C)Cc2ccco2)c1	104	0.3

Source: PubChem BioAssay
